# PPARg SRC3 recr: PPARgamma-driven SRC-3 recruitment agonism. actives 0.26% (n = 200,000). activation, % at 8 µM. biochemical PPARgamma/SRC-3 coactivator recruitment assay. P37231; in the data active = activation above about 23%;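 also: 0% = DMSO and 100% = reference agonist; some compounds past the cut are filed as inactive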
# PPARg SRC-2 ag: agonists of SRC-2 recruitment by human PPARgamma; P37231; PPARgamma LBD-SRC-2 recruitment, biochemical; activation, % at 8 µM; actives 0.34% (n = 200,000); AID 1032; in the data active = activation above about 22%;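 also: 0% = vehicle and 100% = reference agonist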
# DTT redox prof: compounds producing H2O2 with reducing agent – biochemical, NIH compound library profiling, artefact control for MLSCN library redox annotation, primary screen; actives 0.03% (n = 200,000); activation, % at 10 µM; DTT-dependent redox cycling H2O2, phenol red/HRP absorbance; 100% = 100 µM peroxide control, 0% = buffer; AID 878;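 active = activation of at least 50% relative to the plate's high and low controls in the primary single-dose screen; inactive = activation below 50%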;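 also: compound incubated with DTT at 0.8 mM final as the reducing agent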
# TR-FRET SRC-2 ct: counter-screen for PPARgamma SRC-2 recruitment agonists: TR-FRET artefact; active compounds read high; TR-FRET ratio at 8 µM; actives 0.4% (n = 200,000); in the data active = TR-FRET ratio above about 2000; also: inactives centre near 1500; reference of the scale not given here
# bIAP activator: increases bovine intestinal alkaline phosphatase activity. purified bovine IAP, CDP-star luminescence, 30 min; active compounds read high; fold of DMSO-control signal, blank-subtracted. activation factor at 20 µM. actives 0.17% (n = 200,000);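 active = activation factor of 2 or more at 20 µM, a signal rise over negative controls twice the positive control's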
# S1P3 antag: S1P3 (human) receptor antagonism; Q99500; CHO S1P3 NFAT-BLA reporter, FRET fluorescence, antagonist mode; inhibition, % at 4.98 µM; actives 0.27% (n = 170,000); AID 485;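 active = inhibition above the plate cutoff, the mean inhibition of test wells on that plate plus 3 SD, cut at about 28% in these data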;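 also: cells challenged with S1P at its EC80 of 0.8 µM; blue over green emission ratio from cleaved BLA substrate after 4 h stimulation; 0% = S1P-stimulated wells and 100% = unstimulated DMSO-only wells; some compounds past the cut are filed as inactive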
# PPARg SRC-1 ag: agonists of human PPARgamma SRC-1 coactivator recruitment | PPARgamma-SRC-1 coactivator recruitment biochemical assay | AID 631 | actives 0.41% (n = 200,000) | activation, % at 8 µM; in the data active = activation above about 19%;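 also: 0% = DMSO and 100% = reference agonist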
# ROMK mod: modulates human ROMK potassium channel activity; P48048; Tet-inducible ROMK, thallium flux fluorescence; actives lie on both sides; B-score at 10 µM; actives 2% (n = 130,000); AID 1918;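 active = signal ratio slope over the read window, or its plate-corrected B-score, at least 3 SD from the plate mean, either direction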;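 also: B-score of the F/F0 ratio slope over 7 to 12 s after thallium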
# TLR4 MyD88 comp: inhibitors of human TLR4-MyD88 binding; HeLa CL3-4 TLR4/MyD88 BLA complementation, FRET ratio; O00206+Q99836; actives 0.18% (n = 200,000); inhibition, % at 8.4 µM; AID 861; in the data active = inhibition above about 25%;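 also: 0% = vehicle and 100% = reference inhibitor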
# Target sequence (O00206 whole entry, looked up): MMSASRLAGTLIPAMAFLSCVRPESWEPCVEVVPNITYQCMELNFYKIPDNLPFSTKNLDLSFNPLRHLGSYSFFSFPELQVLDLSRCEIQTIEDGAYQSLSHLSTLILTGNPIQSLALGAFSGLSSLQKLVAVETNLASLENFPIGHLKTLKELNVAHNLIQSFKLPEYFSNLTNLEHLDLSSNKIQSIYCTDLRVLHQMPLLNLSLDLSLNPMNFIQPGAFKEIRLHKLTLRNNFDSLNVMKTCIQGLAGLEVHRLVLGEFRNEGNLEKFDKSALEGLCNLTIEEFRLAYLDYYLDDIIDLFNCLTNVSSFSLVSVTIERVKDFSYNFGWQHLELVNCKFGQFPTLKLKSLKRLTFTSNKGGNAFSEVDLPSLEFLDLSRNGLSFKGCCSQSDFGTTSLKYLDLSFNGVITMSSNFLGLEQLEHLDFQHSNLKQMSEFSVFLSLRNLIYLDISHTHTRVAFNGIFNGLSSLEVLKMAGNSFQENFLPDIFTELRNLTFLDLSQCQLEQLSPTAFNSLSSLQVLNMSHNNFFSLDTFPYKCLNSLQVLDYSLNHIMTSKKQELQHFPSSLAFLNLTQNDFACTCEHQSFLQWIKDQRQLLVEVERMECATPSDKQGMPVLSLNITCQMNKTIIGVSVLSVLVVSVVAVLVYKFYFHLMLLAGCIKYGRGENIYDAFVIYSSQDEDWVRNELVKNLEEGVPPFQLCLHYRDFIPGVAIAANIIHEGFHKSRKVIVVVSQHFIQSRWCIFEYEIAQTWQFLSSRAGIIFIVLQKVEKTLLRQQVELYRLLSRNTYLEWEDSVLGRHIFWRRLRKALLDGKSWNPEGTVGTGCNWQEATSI
# Target sequence (Q99836 whole entry, looked up): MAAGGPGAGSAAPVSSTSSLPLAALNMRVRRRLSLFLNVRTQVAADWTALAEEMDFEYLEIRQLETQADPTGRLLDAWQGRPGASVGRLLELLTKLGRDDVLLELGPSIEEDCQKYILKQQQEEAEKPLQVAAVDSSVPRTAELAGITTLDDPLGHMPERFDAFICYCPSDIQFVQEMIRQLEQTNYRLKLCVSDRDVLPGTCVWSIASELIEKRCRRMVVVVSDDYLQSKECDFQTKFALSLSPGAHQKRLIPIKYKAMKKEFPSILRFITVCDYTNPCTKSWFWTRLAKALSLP
# Lmaj promast: inhibitors of Leishmania major promastigote growth. Leishmania major promastigotes, resazurin fluorescence viability. inhibition, % at 10 µM. actives 9% (n = 200,000); in the data active = inhibition above about 50%;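 also: promastigotes grown with compound for 44 hours at 28 °C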
# bIAP inh: intestinal alkaline phosphatase (bovine) inhibition. purified bovine IAP, CDP-star luminescence, 30 min. inhibition, % at 20 µM. 190,000 tested, under 10 active;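 active = over 50% inhibition of intestinal alkaline phosphatase at 20 µM in the single-dose screen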
#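 System: purified bovine intestinal alkaline phosphatase (IAP) enzyme; Input: IAP diluted 1/65,000,000 in the well; Measured by: CDP-star luminescence signal; Compound dosing: 20 µM single dose; Incubation: 30 min reaction at room temperature.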
# * hit, by the source's call; / = not tested or not shown.
[1] Cc1ccc(S(=O)(=O)NC(=O)N2CCC(C)CC2)cc1
[2] O=C(c1cccc(Br)c1)N1CCCC1
[3] O=C(Nc1ccc(C(=O)NC2CCCCC2)cc1)c1cccnc1
[4] COc1ccc(OC)c(C2NC(=O)NC(C)=C2C(=O)Nc2ccc(C)cc2)c1 (stereo not drawn)
[5] Cc1ccc(N2N=C(c3ccc(F)cc3)CC2c2ccco2)cc1 (stereo not drawn)
[6] COc1cc(C(=O)n2nc(C)cc2C)cc(OC)c1OC
[7] Cc1cc(C(F)F)n2ncc(C(=O)NCc3ccccc3)c2n1
[8] Cn1c(SCC(=O)NC2CC2)nnc1-c1ccco1

compound no.	1	2	3	4	5	6	7	8
PPARg SRC3 recr	-11	-10	3	-4	3	-6	-1	-6
PPARg SRC-2 ag	-1	-4	2	8	7	-1	0	-5
DTT redox prof	-0.2	0.2	-0.3	-0.3	-0.3	-0.5	1.7	0.0
TR-FRET SRC-2 ct	1469	1440	1490	1721	1689	1432	1657	1458
bIAP activator	0.6	0.9	1.1	0.8	1.1	0.8	1	1
S1P3 antag	3	/	-1	0	-8	29	/	/
PPARg SRC-1 ag	-1	-3	8	0	9	-2	6	1
ROMK mod	-0.036	-1.6	-0.019	-0.57	-1.1	/	/	0.49
TLR4 MyD88 comp	18	-9	2	-5	-21	-6	7	9
Lmaj promast	-2	-5	-2	-5	10	13	-6	-6
bIAP inh	43	7	-6	24	-9	17	3	5

# Quoted from above, entries 1–4
[1] Cc1ccc(S(=O)(=O)NC(=O)N2CCC(C)CC2)cc1
[2] O=C(c1cccc(Br)c1)N1CCCC1
[3] O=C(Nc1ccc(C(=O)NC2CCCCC2)cc1)c1cccnc1
[4] COc1ccc(OC)c(C2NC(=O)NC(C)=C2C(=O)Nc2ccc(C)cc2)c1 (stereo not drawn)

compound no.	1	2	3	4
PPARg SRC3 recr	-11	-10	3	-4
PPARg SRC-2 ag	-1	-4	2	8
DTT redox prof	-0.2	0.2	-0.3	-0.3
TR-FRET SRC-2 ct	1469	1440	1490	1721
bIAP activator	0.6	0.9	1.1	0.8
S1P3 antag	3	/	-1	0
PPARg SRC-1 ag	-1	-3	8	0
ROMK mod	-0.036	-1.6	-0.019	-0.57
TLR4 MyD88 comp	18	-9	2	-5
Lmaj promast	-2	-5	-2	-5
bIAP inh	43	7	-6	24

# Continuation:
[9] CSCCC(NC(=O)c1ccc(Cl)cc1)C(=O)OCC(C)=O (stereo not drawn)
[10] CC(C)C(Sc1nc(-c2ccccc2)cc(-c2ccccc2)c1C#N)C(=O)O (stereo not drawn)
[11] O=C(Nc1nnc(C(F)(F)F)s1)c1ccc(Br)s1
[12] COc1ccccc1NC(=O)COC(=O)c1cnc(C)cn1
[13] Cc1noc(C)c1S(=O)(=O)N1CCCC(C(=O)NCCc2ccccc2)C1 (stereo not drawn)
[14] COc1cccc(/C=C2\SC(=S)N(C(Cc3ccccc3)C(=O)O)C2=O)c1 (stereo not drawn)
[15] COc1ccc(-n2nc([N+](=O)[O-])c(=NCCCN3CCCC3=O)n2O)cc1
[16] COCCNc1nc2nonc2nc1N1CCC(N(C)C)C1 (stereo not drawn)

compound no.	9	10	11	12	13	14	15	16
PPARg SRC3 recr	1	4	14	-1	0	3	2	0
PPARg SRC-2 ag	-2	-7	21	5	4	11	-1	8
DTT redox prof	-0.8	-0.7	-0.5	0.4	1.3	2.1	-1.3	-0.8
TR-FRET SRC-2 ct	1511	1171	2104*	1768	1394	1508	1385	1642
bIAP activator	1.2	1	1.1	1	0.9	0.9	1	1
S1P3 antag	8	-23	-6	1	-71	6	1	10
PPARg SRC-1 ag	-2	-5	18	0	7	5	-3	4
ROMK mod	0.32	0.44	-3*	-1	/	-1.4	-0.022	0.35
TLR4 MyD88 comp	-5	-2	-11	0	7	-3	-9	2
Lmaj promast	5	-7	10	-4	-9	-1	37	-7
bIAP inh	-18	-2	-7	-3	11	6	-3	-1

[17] CCCCOC(=O)CCc1c(C)[nH]c(=S)[nH]c1=O
[18] O=C(NCC(=O)N(CCN1CCOCC1)C(C(=O)NC1CCCC1)c1cccs1)c1ccco1 (stereo not drawn)
[19] CCOc1ccc(C(=O)Nc2cccc(SC)c2)cc1
[20] COc1ccc(CNC(=O)c2ccc[nH]2)cc1
[21] C=CCN(C(C)=O)C1CC(=O)N(c2ccc(OCCC)cc2)C1=O (stereo not drawn)
[22] O=C(CSc1ccc(Cl)cc1)Nn1cnnc1
[23] Cc1ccc2nc(SCc3ccc([N+](=O)[O-])cc3)[nH]c2c1
[24] O=C(NCc1cccs1)c1ccc(N2CCCCC2)nc1

compound no.	17	18	19	20	21	22	23	24
PPARg SRC3 recr	6	7	-2	3	3	-4	-1	2
PPARg SRC-2 ag	10	6	2	4	0	-4	-3	-2
DTT redox prof	1.6	-0.7	-0.1	-0.6	0.1	0.1	0.9	0.7
TR-FRET SRC-2 ct	1587	1634	1425	1490	1524	1590	1309	1545
bIAP activator	1	1	0.9	0.8	0.9	0.9	1	1.1
S1P3 antag	/	15	-6	-22	/	-62	/	/
PPARg SRC-1 ag	-5	-2	3	-1	4	-1	0	3
ROMK mod	/	/	-0.012	-0.7	1.6	0.74	/	/
TLR4 MyD88 comp	8	-5	-14	0	4	-11	9	1
Lmaj promast	-2	-9	-2	-7	-3	-3	10	11
bIAP inh	2	0	12	17	14	12	-4	-12

[25] Cc1ccnc(N2CCC(C(=O)NNC(=O)c3ccccc3C)CC2)n1
[26] O=C(NC1CCCC1)c1cnc2n(c1=O)CCS2
[27] COc1cccc(CSc2nc3ccccc3[nH]2)c1
[28] CC(O)C(=O)NCCOCCOCCNC(=O)C(C)O (stereo not drawn)
[29] COc1cc(NC(=O)C2=C(N3CCOCC3)/C(=C\c3ccc(Br)cc3)CC2)cc(OC)c1OC
[30] CCOC(=O)CSc1nn(-c2ccccc2)c(=S)s1
[31] COc1cc(NC(=O)c2ccc(F)cc2)c(OC)cc1Cl
[32] O=C1NCCCC1C(=O)Nc1ccccc1C(F)(F)F (stereo not drawn)

compound no.	25	26	27	28	29	30	31	32
PPARg SRC3 recr	-4	-2	0	10	0	1	18	2
PPARg SRC-2 ag	2	9	7	10	-6	7	9	2
DTT redox prof	2.4	-5.4	0.6	-0.1	0.1	-1.8	0.2	1.9
TR-FRET SRC-2 ct	1542	1438	1569	1766	1777	1691	1498	1473
bIAP activator	1.1	1	0.9	1.1	0.7	0.8	0.8	1
S1P3 antag	/	-1	9	-9	-24	-27	/	/
PPARg SRC-1 ag	0	6	2	6	-3	6	-3	0
ROMK mod	/	0.11	/	/	/	-0.39	0.99	/
TLR4 MyD88 comp	4	1	-7	4	15	-1	-9	-3
Lmaj promast	-1	-3	0	0	39	5	-2	-6
bIAP inh	-13	0	11	-6	30	16	20	2

[33] CCOC(=O)N1CCC(=NNC(=O)COc2cccc(C)c2)CC1
[34] C=CCOc1cccc(/C=C2\C(=O)N(Cc3ccc(C)cc3)C(C)=C2C(=O)OC)c1
[35] O=S(=O)(NCc1ccccc1)c1ccc(Cl)cc1
[36] COc1cccc(C2C(C#N)=C(N)OC3=C2C(=O)CCC3)c1OC(=O)c1ccco1 (stereo not drawn)
[37] COc1ccc(S(=O)(=O)N2CCCC(C(=O)NCc3ccncc3)C2)cc1Cl (stereo not drawn)
[38] COc1ccc(NS(=O)(=O)c2cc(NC(=O)c3cc(=O)c4ccccc4o3)ccc2OC)cc1
[39] O=C1Nc2ccccc2CCC1Sc1nnc(-c2ccc(Cl)cc2)s1 (stereo not drawn)
[40] Cc1[nH]c(C(=O)N/N=C/c2ccc(C(=O)O)cc2)c(C)c1C(=O)N/N=C/c1ccc(C(=O)O)cc1

compound no.	33	34	35	36	37	38	39	40
PPARg SRC3 recr	0	0	-3	4	-3	2	14	-1
PPARg SRC-2 ag	8	6	-2	3	2	1	0	-5
DTT redox prof	0.3	0.2	0.2	1.2	1.6	-1.8	1.3	0.3
TR-FRET SRC-2 ct	1610	1569	1269	1613	1437	1633	1616	1481
bIAP activator	1	1	0.7	1	1.3	1.1	0.4	1.1
S1P3 antag	-1	2	/	16	-26	-10	/	-4
PPARg SRC-1 ag	8	-4	-6	5	2	9	17	10
ROMK mod	/	-0.61	-0.029	/	-0.45	-1.2	/	/
TLR4 MyD88 comp	-8	17	1	0	-2	2	-9	-34
Lmaj promast	-5	92*	0	-7	4	-15	-7	-2
bIAP inh	4	4	26	0	-30	-14	/	-14

[41] Cc1c(Cl)c(C(=O)NNC(=S)Nc2ccccc2)nn1C
[42] CCn1nc(C)c(/C=N/NC(=O)c2ccoc2C)c1C
[43] CN(CCC#N)c1ccc(/C=C(\C#N)c2ccccn2)cc1
[44] O=C(Nc1ccc(F)cc1)C(Sc1nnc2ccccn12)c1ccccc1 (stereo not drawn)
[45] N#CC(c1ccccc1)(c1ncc(C(F)(F)F)cc1Cl)N1CCOCC1 (stereo not drawn)
[46] CCOc1ccc2[nH]c(=O)c(CN(CCCO)C(C)=O)cc2c1
[47] Nc1nc(C(=O)N2CCOCC2)nn1C(=O)c1ccc(Cl)cc1
[48] CCc1ccc(C(=O)OCC(=O)c2c(N)n(CC(C)C)c(=O)n(C)c2=O)cc1

compound no.	41	42	43	44	45	46	47	48
PPARg SRC3 recr	-4	-1	-1	-6	-1	-2	2	2
PPARg SRC-2 ag	11	1	-10	0	1	3	-10	0
DTT redox prof	-0.1	2.8	0.5	-0.4	1.8	-1.6	-0.5	0.0
TR-FRET SRC-2 ct	1476	1521	1449	1572	1511	1352	1374	1444
bIAP activator	1.5	1	1.1	1.1	1	1.1	0.9	1.2
S1P3 antag	/	/	-1	8	/	-38	-6	10
PPARg SRC-1 ag	6	4	2	7	-7	4	-1	4
ROMK mod	-0.38	/	-1.6	/	/	1.3	/	-11*
TLR4 MyD88 comp	-10	10	-10	-4	3	7	-5	-4
Lmaj promast	-1	-9	36	-4	-1	14	24	-3
bIAP inh	-55	0	-8	-6	-2	-6	6	-20

[49] CC(C)[C@H](NS(=O)(=O)c1cccc(C(F)(F)F)c1)C(=O)OCC(N)=O
[50] Cn1c(SCC(=O)Nc2cccc(NC(=O)c3cccs3)c2)nnc1-c1ccncc1
[51] Cc1nc2ncnn2c(C)c1CCC(=O)NCCCN1CCN(c2cccc(Cl)c2)CC1
[52] COC(=O)c1sc(N2C(=O)c3oc4ccccc4c(=O)c3C2c2cccs2)nc1C (stereo not drawn)
[53] CCOc1ccc(C(CC(=O)O)NC(=O)c2cccs2)cc1 (stereo not drawn)
[54] COc1ccc(/C(N)=N/OC(=O)c2cccc([N+](=O)[O-])c2)cc1OC
[55] COCCNC(=O)CSc1ncnc2sc(-c3ccccc3)cc12
[56] CC(C)Oc1ccc(CNC(=S)N/N=C/c2ccc([N+](=O)[O-])cc2)cc1

compound no.	49	50	51	52	53	54	55	56
PPARg SRC3 recr	-3	5	-3	-2	2	0	8	8
PPARg SRC-2 ag	3	-3	5	-2	1	0	10	3
DTT redox prof	0.2	0.5	0.8	3.5	0.6	15	1.4	-2.4
TR-FRET SRC-2 ct	1343	1631	1594	1363	1702	1432	1476	1595
bIAP activator	1	1.1	1	1	1	0.9	1.1	0.7
S1P3 antag	8	-5	6	-3	-5	/	4	/
PPARg SRC-1 ag	-5	-4	2	-6	2	-4	12	4
ROMK mod	-0.22	1.6	/	/	-0.015	-1.6	-0.79	/
TLR4 MyD88 comp	-5	1	-6	1	-6	9	-25	-5
Lmaj promast	-10	-1	1	-7	-8	4	2	38
bIAP inh	2	-12	-3	4	4	13	-13	27
